HIV fusion peptide = inhibitors of HIV fusion peptide binding, primary screen, biochemical, uHTS, fluorescence dequenching (AID 1986). one-dose inhibition, % at 20 µM; IC50 in µM for titrated hits. cell-free peptide binding, fluorescence dequenching, 30 min; higher % means a stronger effect. 0.3% of 290,000 active; in the data active = inhibition mostly above about 52%, no sharp cut-off; inactive = mostly below about 76%; also: some results filed as inactive read as strong as hits
NOD1 inhibition = inhibition of NOD1-driven NF-kB reporter – cell-based, luminescence, uHTS, primary screen (AID 1578). 1% of 290,000 active. NOD1-driven NF-kB luciferase reporter cells, luminescence; higher % means a stronger effect. one-dose inhibition, % at 4 µM; EC50 in µM for titrated hits; in the data active = inhibition mostly above about 36%, no sharp cut-off; inactive = mostly below about 34%;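 also: HEK-293T reporter cells stimulated with the NOD1 agonist gamma-tri-DAP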
KOR beta-arrestin-1 = KOR antagonists, beta-arrestin recruitment, cell-based, luminescence, uHTS (AID 1778). KOR beta-arrestin recruitment, luminescence, antagonist mode; higher % means a stronger effect. 0.091% of 290,000 active. one-dose inhibition, % at 10 µM; IC50 in µM for titrated hits; also: strong numbers were not always called active
MgcRacGAP inhibition = MgcRacGAP GTPase-activating activity inhibitors, confirmation, biochemical, ADP Hunter fluorescence; 0.6% of 340,000 active; inhibition, % at 30 µM, or IC50 in µM where a hit was titrated; MgcRacGAP-stimulated Rac1 GTP hydrolysis, ADP Hunter fluorescence; higher % means a stronger effect; GST-tagged Rac1 F28L mutant substrate;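 active = first-screen hits whose inhibition reached a set limit at any dose in the follow-up dose series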;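 also: fluorescence reports GDP produced by GAP-driven GTP hydrolysis; strong numbers were not always called active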
HEK293 NOD2/NF-kB = NOD2 signaling inhibitors, cell-based, luminescence, uHTS, HEK293 (AID 1566) | HEK293 NOD2/NF-kB luciferase reporter, luminescence; higher % means a stronger effect | inhibition, % at 4 µM; hits with a dose series show EC50 in µM | 0.63% of 290,000 active; also: many of its hits are not listed in these tables
GPR55 antagonists = GPR55 antagonists blocking LPI-driven arrestin recruitment, primary screen, imaging, U2OS, beta-arrestin-GFP, LPI agonist (AID 2013); U2OS GPR55 beta-arrestin-GFP translocation imaging, LPI antagonism; higher % means a stronger effect; inhibition, % at 10 µM; hits with a dose series show IC50 in µM; 0.13% of 290,000 active;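 active = spots per cell inhibited over 60%, with over 100 cells counted and total cytoplasm intensity under 500,000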;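 also: U2OS cells stably carrying GPR55 and arrestin-GFP stimulated by 5 µM LPI near EC80; imaged beta-arrestin-GFP aggregate spots per cell after agonist stimulation; plate controls were LPI-stimulated DMSO wells for no effect and DMSO wells without LPI for full effect; some results filed as inactive read as strong as hits; confirmed hits need IC50 under 10 µM and bright autofluorescent wells are also inconclusive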
SV40 large T antigen = SV40 large T antigen inhibitors, biochemical (AID 1903); SV40 large T antigen ATPase/helicase inhibition assay; higher % means a stronger effect; inhibition, % at 20 µM; hits with a dose series show IC50 in µM; 0.39% of 310,000 active; in the data active = a potency from the dose series; also: strong numbers were not always called active
GPR55 beta-arrestin = GPR55 agonists via beta-arrestin recruitment, primary screen, imaging, U2OS cells, beta-arrestin-GFP redistribution (AID 1961); 0.048% of 290,000 active; U2OS GPR55 beta-arrestin-GFP redistribution imaging; higher % means a stronger effect; activation, % at 10 µM; hits with a dose series show EC50 in µM;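 active = activation above 40% with more than 50 cells counted in the well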;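 also: U2OS osteosarcoma cells stably expressing GPR55 and beta-arrestin-GFP; plate controls were DMSO negative control for no effect and LPI positive control for full effect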
KOR beta-arrestin-2 = KOR agonists, beta-arrestin recruitment, primary screen, cell-based, luminescence, uHTS (AID 1777). one-dose activation, % at 10 µM; EC50 in µM for titrated hits. 0.02% of 280,000 active. KOR beta-arrestin recruitment, luminescence; higher % means a stronger effect; in the data active = activation above about 50%, passing the limit was not always enough; also: a part of the inactive calls stands beside numbers as strong as those of hits
* = called active by the depositor; nt = not tested or not shown; [ ] = another dose, or the depositor's remark. Rule as the data show it, unless noted: active = inhibition above about 50%; inactive = the rest.

SMILES	HIV fusion peptide	NOD1 inhibition	KOR beta-arrestin-1	MgcRacGAP inhibition	HEK293 NOD2/NF-kB	GPR55 antagonists	SV40 large T antigen	GPR55 beta-arrestin	KOR beta-arrestin-2
CCN1CCN(S(=O)(=O)c2ccc(C)c([N+](=O)[O-])c2)CC1	-0.7%	1%	32%	6%	13%	3%	-1%	0.1%	-4.6%
Cc1ccccc1-n1c(=O)cc(NCC2CCCO2)[nH]c1=O (stereo not drawn)	-0.1%	-61%	8%	0%	11%	-6%	6%	-0.3%	10%
Cn1c(=O)cc(OCC(=O)NCCCN2CCN(Cc3ccccc3)CC2)c2ccccc21	-1.0%	-9%	-40%	0%	-7%	-5%	-5%	-0.2%	-4.1%
Cc1ccc(NC(=O)CSc2nnc(Cn3c(=O)sc4ccccc43)n2C)cc1	-0.2%	-43%	20%	3%	7%	-8%	-1%	-0.5%	0.0%
CC(=O)CCc1oc2ccccc2c1-c1ccccc1	-1.9%	5%	34%	12%	8%	-12%	2%	0.0%	5.4%
COc1ccc(CCNC(=O)COc2ccc(N(C)S(=O)(=O)c3ccc(C)cc3)cc2)cc1	-0.6%	-17%	-31%	-7%	-4%	-2%	12%	0.3%	-0.6%
COc1ccc(CN2C(=O)c3ccccc3C2=O)cc1C(=O)Nc1ccc(C)cc1C	0.8%	-38%	-18%	9%	13%	12%	5%	0.0%	9.7%
CC(C)(C)c1nc(C(C)(C)C)c(Br)c(=O)[nH]1	-1.2%	-25%	-32%	1%	11%	-1%	2%	-0.3%	2.9%
Cc1c(C(=O)NCc2cccnc2)sc2nc(-c3ccc(F)cc3)cn12	-0.1%	-9%	-31%	7%	-59%	-4%	6%	-0.1%	-1.8%
CNc1nc(C(=O)O)nc(N2CCOCC2)n1	-1.8%	-22%	-19%	9%	4%	10%	5%	-0.2%	-1.2%
Cc1ccc(/C(N)=N/OC(=O)C(C)c2ccc([N+](=O)[O-])cc2)cc1 (stereo not drawn)	1.4%	8%	-17%[20 µM]	-5%	-2%	4%	4%	-0.1%	nt
CCc1ccccc1NC(=O)CSc1nc(-c2ccccc2)nn1C(=O)c1cccc([N+](=O)[O-])c1	0.6%	0%	-15%	nt	0%	22%	4%	-0.1%	2.1%
CN1C(C)(C)CC(=NOC(=O)c2ccccc2)CC1(C)C	2.2%	-12%	-22%	5%	14%	21%	1%	0.0%	0.6%
O=C(COC(=O)c1cccc(S(=O)(=O)NCc2ccccc2)c1)c1ccccc1	-0.6%	11%	-25%	9%	9%	-4%	11%	0.1%	0.4%
COc1ccc2nc(NC(=O)C3=NN(c4ccccc4)C(=O)CC3)sc2c1	7.1%	-27%	-21%	7%	-6%	1%	18%	0.4%	-2.1%
CC(=O)N1CC=CC1(C)C(=O)NCc1cc(F)cc(C(F)(F)F)c1 (stereo not drawn)	2.9%	20%	-16%	9%	5%	3%	2%	0.3%	4.9%
COCCn1c(SCC(=O)NC2CCCCC2C)nc2ccccc2c1=O (stereo not drawn)	-1.2%	-28%	16%	9%	6%	4%	2%	0.6%	-1.6%
COc1cc(-c2nnc(-c3ccccc3)o2)cc(OC)c1OC	-1.4%	-40%	8%	9%	5%	1%	0%	0.0%	-3.7%
Cn1cc(/C=N/NC(N)=S)c2ccccc21	0.0%	-7%	-42%	14%	-39%	3%	21%	0.0%	2.3%
Cc1oc(-c2cc(F)ccc2F)nc1CN1CCN(C)C(=O)[C@@H]1C	1.3%	-23%	-34%[20 µM]	6%	-3%	6%	-2%	-0.1%	nt

A second format for some results above:
mol | HIV fusion peptide | NOD1 inhibition | KOR beta-arrestin-1 | MgcRacGAP inhibition | HEK293 NOD2/NF-kB | GPR55 antagonists | SV40 large T antigen | GPR55 beta-arrestin | KOR beta-arrestin-2
CN1C(C)(C)CC(=NOC(=O)c2ccccc2)CC1(C)C | 2.2% | -12% | -22% | 5% | 14% | 21% | 1% | 0.0% | 0.6%
O=C(COC(=O)c1cccc(S(=O)(=O)NCc2ccccc2)c1)c1ccccc1 | -0.6% | 11% | -25% | 9% | 9% | -4% | 11% | 0.1% | 0.4%

Carrying on:
SMILES	HIV fusion peptide	NOD1 inhibition	KOR beta-arrestin-1	MgcRacGAP inhibition	HEK293 NOD2/NF-kB	GPR55 antagonists	SV40 large T antigen	GPR55 beta-arrestin	KOR beta-arrestin-2
CC(C)(C)NC(=O)/C(=C/c1cccnc1)NC(=O)c1ccco1	0.6%	-2%	14%	nt	11%	5%	8%	-0.2%	-0.6%
O=C(Nc1cccnc1)c1cc(-c2cc(Cl)ccc2O)n[nH]1	-1.2%	-2%	0%	8%	-86%	19%	18%	-0.1%	0.3%
CN(C)c1ccc(-c2nnn(CC(=O)N3c4ccccc4CCc4ccccc43)n2)cc1	-2.5%	-1%	-29%	16%	3%	-7%	5%	-0.4%	-0.3%
CCC1(CC)NC(=O)N(CC(=O)OC(C)C(=O)Nc2cc([N+](=O)[O-])ccc2OC)C1=O (stereo not drawn)	-0.9%	-27%	-23%	0%	2%	8%	8%	-0.1%	6.3%
Cc1nnc2n(c1=O)N=C(c1ccc(Cl)cc1)CS2	14%	-32%	7%	13%	-50%	11%	22%	0.2%	-3.5%
CCCN1CCN(C(=O)c2cc3c(s2)-c2ccccc2OC3)CC1	-0.3%	-58%	-9%[20 µM]	5%	-86%	-12%	nt	-0.3%	-6.8%
Cn1c(/C(C#N)=C(\O)COc2ccc3ccccc3c2)nc2ccccc21	-2.9%	38%	-27%	10%	-4%	-4%	7%	-0.1%	30%
O=[N+]([O-])c1cc(CN(CCO)CCO)ccc1O	0.8%	-8%	8%	7%	10%	19%	16%	0.0%	4.6%
Cc1c(N/C(=N/S(=O)(=O)c2ccccc2)c2ccc(Cl)cc2)c(=O)n(-c2ccccc2)n1C	-1.8%	6%	10%	3%	12%	3%	4%	0.3%	-6.3%
COc1ccc(CNC(=O)c2ccc(NC(=O)CC3SC(N4CCCC4)=NC3=O)cc2)cc1 (stereo not drawn)	-0.7%	7%	1%	7%	14%	-2%	-1%	0.3%	8.1%
O=C(Cn1cnc2ccccc2c1=O)Nc1ccc2c(c1)CCC2	-1.9%	-29%	34%	6%	-3%	3%	7%	0.2%	2.5%
Cc1ccc(C)c(NC(=S)N2CCN(S(C)(=O)=O)CC2)c1	0.0%	-28%	-15%	6%	0%	16%	10%	-0.1%	3.3%
CC(C)C(c1nnnn1Cc1ccc2c(c1)OCO2)N1CCN(C)CC1 (stereo not drawn)	0.4%	-18%	-17%	3%	-4%	24%	9%	0.1%	-2.4%
CCNC(=O)NC1(C(=O)N2CCC(Cc3ccccc3)CC2)CCCCC1	0.0%	-5%	-14%[20 µM]	6%	5%	-6%	10%	-0.2%	-2.9%
CSc1ccccc1NC(=O)CN(C)CC(=O)Nc1ccc(Cl)cc1[N+](=O)[O-]	-0.5%	-17%	-12%	9%	-22%	1%	8%	-0.4%	4.8%
COc1ccnc(CN(C)C(=O)C2CCC(=O)N(Cc3cccc(C(F)(F)F)c3)C2)c1 (stereo not drawn)	4.4%	-6%	-17%	-1%	11%	1%	9%	-0.1%	0.7%
CC(C)(C)c1ccc(OCC(=O)NNC(=O)Nc2ccccc2)cc1	-0.6%	4%	-13%	7%	6%	-7%	9%	-0.1%	1.6%
COc1ccc(N2CCN(C(=S)Nc3ccc(S(N)(=O)=O)cc3)CC2)cc1	-0.2%	-14%	-6%[20 µM]	19%	-2%	4%	22%	-0.2%	-3.7%
CCCc1nnc(NC(=O)CCC(=O)N2CCN(Cc3cc(Cl)ccc3OC)CC2)s1	-0.8%	-6%	-26%	12%	8%	-10%	8%	0.0%	5.9%
Cc1ccc(C(C#N)c2ccc3c(C(F)(F)F)cc(C(F)(F)F)nc3n2)cc1 (stereo not drawn)	-1.5%	30%	-10%	6%	19%	3%	-6%	-0.4%	-4.9%
CC(=O)Nc1ccc(NC(=O)COc2ccccc2C(=O)Nc2cccc(Cl)c2Cl)cc1	-0.4%	-68%	-69%	12%	10%	13%	1%	0.5%	-0.2%
CCOc1ccc2nc(Cl)c(C3CC(c4ccccc4)=NN3C(=O)c3ccco3)cc2c1 (stereo not drawn)	2.7%	-26%	-50%	nt	4%	6%	8%	-0.3%	11%
O=C(c1ccccc1NS(=O)(=O)c1ccccc1[N+](=O)[O-])N1CCOCC1	1.4%	-7%	-3%	6%	15%	-15%	13%	-0.3%	-1.2%
COc1ccc(-c2ccc(-c3noc(-c4cccc(OC)c4)n3)c(OC)n2)cc1	-1.0%	-16%	5%	10%	8%	2%	5%	0.5%	-5.7%
O=C(O)CCc1cccnc1	-2.0%	12%	30%	4%	-1%	13%	7%	0.0%	4.5%
CCOc1ccccc1NC(=S)N1CCC(NC(=O)c2ccco2)CC1	-1.1%	-19%	-6%[20 µM]	6%	3%	11%	nt	0.2%	nt
O=C(NCc1cccnc1)Nc1ccccc1F	-1.0%	-26%	-4%	9%	-4%	-5%	6%	0.0%	-2.0%
Cc1ccccc1Cn1c(NC2CCCC2)nc2c1c(=O)[nH]c(=O)n2C	1.4%	-32%	-14%	5%	6%	5%	8%	-0.1%	-1.7%
O=C(Nc1ccccc1C(=O)NCc1cccnc1)c1ccccc1Cl	-1.0%	-30%	21%	9%	6%	29%	18%	-0.1%	1.9%
CC(C)(C)SCCNC(=O)CN(c1ccccc1)S(=O)(=O)c1ccccc1	-1.1%	-16%	-8%[20 µM]	1%	5%	16%	8%	0.3%	nt
NC(=O)c1ccc(-n2nnnc2Oc2ccc(Br)cc2)cc1	-1.2%	8%	-43%	11%	7%	0%	0%	0.0%	2.8%
CCc1ccc(NC(=O)Nn2cnnc2)cc1	0.1%	-23%	0%	8%	-7%	-5%	2%	0.0%	0.3%
CCc1ccccc1NS(=O)(=O)c1c(C(=O)N2CCCCCC2)c(C)n(C)c1C	-0.7%	1%	-18%	8%	-3%	3%	-4%	0.6%	3.6%
O=C(CN(c1ccc(F)cc1)S(=O)(=O)c1ccccc1)NC1CC2CCC1C2 (stereo not drawn)	-0.3%	-28%	5%	5%	-14%	10%	3%	0.0%	-2.4%
C=CCNC(=O)c1ccccc1NC(=O)COc1ccc(OC)cc1	1.7%	-12%	-9%	4%	-10%	-2%	24%	-0.1%	2.0%
C[C@@H](O)C1NC(=O)[C@H](CCCCN)NC(=O)c2cc([N+](=O)[O-])cc(F)c2NCCCC[C@@H](C(N)=O)NC1=O (stereo partly drawn)	0.2%	-43%	15%	12%	5%	5%	6%	0.1%	0.9%
CCOC(=O)N1CCN(C(=O)c2cn(C)c3ccc(S(=O)(=O)N(CC)CC)cc3c2=O)CC1	0.6%	4%	-5%	7%	2%	12%	4%	-0.1%	-3.2%
CCCN1C(=O)/C(=C\c2nc3ccccc3c(=O)[nH]2)c2ccccc21	-0.5%	24%	-17%	13%	-15%	12%	-3%	-0.2%	-7.0%
Cc1ccc(CNC(=O)COC(=O)C2CCN(S(=O)(=O)c3cccs3)CC2)cc1	-0.6%	-11%	-5%	9%	5%	10%	10%	0.1%	-1.1%

Source: PubChem

Some of the compounds tested; the hit share may differ from the screen's.
